Source: PubChem BioAssay
TCR activator: activators of T cell receptors. 330,000 tested, under 10 active. primary human leukocytes, anti-CD3, IL-2 HTRF, 48 h. Potency, µM (highest dose often 9.22 µM), for inactives: at the top dose activation of IL-2 secretion, usual class: activators; further: % of control where 0% means no effect
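Primary human leukocytes incubated 48 hr with anti-CD3 beads plus compound, without co-stimulation. Secreted IL-2 measured by HTRF (europium cryptate/d2 anti-IL-2 pair, 320 nm excitation, 665 nm emission).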
S-ASM inh: blocks human secretory acid sphingomyelinase. placental ASM, HMU-PC fluorogenic substrate, 60 min. Potency, µM (top dose mostly 57.5 µM), for the others: top-dose activity change, negative = inhibition, most hits filed as inhibitors. 340,000 compounds, 0.006% hits. AID 504937; further: potency means the concentration at half of the fitted maximal effect
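Human placenta-derived ASM enzyme was preincubated with compound for 10 minutes at room temperature, then given fluorogenic substrate HMU-PC0 (9 uM final) for 60 minutes at 37 °C; a pH 10 stop preceded fluorescence reading at Ex 386/Em 447 nm.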
Menin MLL FP TR: inhibitors of human menin-MLL interaction, mutant MLL peptide; AID 1768; Potency, µM (titrated, usually from 61.6 µM), without a hit: at the top dose FP activity change, negative = inhibition, hits mostly inhibitors; O00255; Menin + Texas Red MLL mutant peptide, fluorescence polarization; 270,000 compounds, 0.23% hits; active means well fitted inhibition curve with a large enough effect in the polarisation, with a control signal flat, not every such curve was filed as active; inconclusive means small, poorly fitted or top-dose-only effect, or effect the other way, or a change in a side signal; inactive means no such curve, though single readings can be large or run the other way; the % refers to the polarisation; further: potency means the concentration at half of the fitted maximal effect; % of control where 0% means no effect; many of its hits are not listed in these tables
Target sequence (O00255 whole entry, looked up): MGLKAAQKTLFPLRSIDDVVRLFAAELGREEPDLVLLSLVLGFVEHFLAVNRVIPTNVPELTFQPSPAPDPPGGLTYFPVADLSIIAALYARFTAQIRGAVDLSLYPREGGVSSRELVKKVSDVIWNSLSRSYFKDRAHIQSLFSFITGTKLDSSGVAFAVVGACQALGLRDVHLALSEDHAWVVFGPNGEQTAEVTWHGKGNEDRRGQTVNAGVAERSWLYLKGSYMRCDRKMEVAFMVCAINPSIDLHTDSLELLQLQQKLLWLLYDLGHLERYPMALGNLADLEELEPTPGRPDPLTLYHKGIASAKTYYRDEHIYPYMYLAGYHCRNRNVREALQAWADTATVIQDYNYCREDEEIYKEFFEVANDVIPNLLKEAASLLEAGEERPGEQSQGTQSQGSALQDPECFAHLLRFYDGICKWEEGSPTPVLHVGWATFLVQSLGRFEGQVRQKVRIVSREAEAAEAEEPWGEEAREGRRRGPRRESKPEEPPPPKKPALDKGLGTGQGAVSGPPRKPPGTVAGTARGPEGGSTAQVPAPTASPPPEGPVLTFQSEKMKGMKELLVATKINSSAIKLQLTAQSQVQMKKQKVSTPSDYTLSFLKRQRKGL
MBNL1 CUG block: inhibitors of human MBNL1 binding to CUG repeat RNA; TR-FRET MBNL1-His/biotin-(CUG)12 binding, 665/545 ratio; Potency, µM (top dose mostly 57.5 µM), inactives show at the top dose activity change, negative = inhibition, hits mostly inhibitors; 280,000 compounds, 0.036% hits; active means well fitted inhibition curve with a large enough effect in the signal ratio, with a control signal flat, not every such curve was filed as active; inconclusive means small, poorly fitted or top-dose-only effect, or effect the other way, or a change in a side signal; inactive means no such curve, though single readings can be large or run the other way; the % refers to the signal ratio; further: potency means the concentration at half of the fitted maximal effect; on the % scale 0 is the no-effect control and ±100 the full control effect
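Ratiometric TR-FRET (665 over 545 nm, excitation 340 nm) tracks disruption of MBNL1-His/biotin-(CUG)12 complex after 60 min at room temperature, with compounds at 92 nM to 58 uM final.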
MLL CXXC-DNA inh: inhibitors of human MLL CXXC domain-DNA interaction | MLL-CXXC / FITC-HOXA9 DNA fluorescence polarization | Q03164 | Potency, µM (series often up to 115 µM), without a hit: at the highest dose activity change, negative = inhibition, most hits filed as inhibitors | 290,000 compounds, 0.037% hits; active means well fitted inhibition curve with a large enough effect in the polarisation, with a control signal flat, not every such curve was filed as active; inconclusive means small, poorly fitted or top-dose-only effect, or effect the other way, or a change in a side signal; inactive means no such curve, though single readings can be large or run the other way; the % refers to the polarisation; further: potency means the concentration at half of the fitted maximal effect
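Fluorescence polarization: 7 uM MLL-CXXC (stock) preincubated 5 min with compounds, then 50 nM fluorescein-HOX-A9 DNA (stock) added; 30 min ambient. Buffer 50 mM Tris-HCl pH 7.5, 50 mM NaCl, 1 mM DTT, 0.05% BSA.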
A-T KAP1 phos: potential ataxia-telangiectasia treatments restoring KAP-1 phosphorylation; Potency, µM (series often up to 57.5 µM), without a hit: at the highest dose activation, usual class: activators; AID 485349; 320,000 compounds, 0.19% hits; […] A-T fibroblasts, KAP-1 phosphorylation AlphaLISA; neocarzinostatin DNA damage 30 min before lysis; further: potency means the concentration at half of the fitted maximal effect; % of control where 0% means no effect; nearly all actives have a fitted effect of over 45% in size
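ATM-like activity read as KAP-1 phosphorylation via AlphaLISA donor/acceptor antibody pairs after lysis and 6 hr at 25C. Cells were ATM-null patient fibroblasts ([…], hTERT), dosed 60 min, then exposed to the DSB inducer NCS for 30 min.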
Mito fusion yeast: mitochondrial division inhibition or fusion activation. Potency, µM (series often up to 46.1 µM), without a hit: at the top dose growth rescue (activation), actives largely listed as activators. S. cerevisiae fusion-defective mutant growth rescue, CellTiterGlo 48 h. AID 485298. 320,000 compounds, 0.23% hits;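 further: potency means the concentration at half of the fitted maximal effect; % of control where 0% means no effect; nearly all actives have a fitted effect of over 45% in size; temperature-sensitive fusion mutants such as fzo1-1 at 37 °C on non-fermentable ethanol glycerol medium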
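S. cerevisiae fusion-defective temperature-sensitive mutants (e.g. fzo1-1, mgm1-5) grown 48 h at 37C in YPEG (ethanol/glycerol non-fermentable) medium with 23 nl compound per well; growth rescue read as CellTiterGlo luminescence.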
Integrin act MD: integrin-mediated muscular dystrophy alleviation activation | alpha7betagal myoblasts, beta-gal FDG fluorescence, 48 h | Potency, µM (highest dose often 38.3 µM), without a hit: at the top dose activation, usual class: activators | 350,000 compounds, 0.064% hits | AID 624291;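 further: potency means the concentration at half of the fitted maximal effect; 100% = response of the positive control SU9516; nearly all actives have a fitted effect of over 60% in size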
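Alpha7betagal+/- myoblasts (passage 13) were plated 16-24 hr, then exposed to compounds (1:260 dilution of DMSO stock) for 48 hours at 37C. After MPER lysis, β-galactosidase reporter activity was read as FDG fluorescence (ex 480/em 540) after 30 minutes.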
TSHR antagonist: human thyrotropin receptor antagonism | AID 504810 | P16473 | TSHR-expressing cells, TSH-stimulated cAMP HTRF, 2 h; stronger effect = lower value | activity change, negative = inhibition, % at 11.5 µM | 330,000 compounds, 0.2% hits;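 active means activity change below a set negative limit, meaning inhibition stronger than a set level, cut at about -70% in these data; inconclusive means activity change between two set negative limits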; further: on the % scale 0 is the no-effect control and ±100 the full control effect
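Freshly harvested TSHR cells receive pin-tooled compound, then EC80 TSH at 4nM final. After 2 hours at 37 deg C, antibody in lysis buffer and cAMP-d2 are added; 30 minutes at ambient temperature precede the HTRF read.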
TSG101-PTAP inh: blocks PTAP/TSG101 interaction to inhibit HIV-1 budding; Q99816; Fluorescence polarization, FITC-PTAP peptide / Tsg101 binding; Potency, µM (titrated, usually from 115 µM), for inactives: top-dose activity change, negative = inhibition, usual class: inhibitors; 340,000 tested, under 10 active; active means well fitted inhibition curve with a large enough effect in the main read-out, with a control signal flat, not every such curve was filed as active; inconclusive means small, poorly fitted or top-dose-only effect, or effect the other way, or a change in a side signal; inactive means no such curve, though single readings can be large or run the other way; further: potency means the concentration at half of the fitted maximal effect; % of control where 0% means no effect
Target sequence (Q99816 whole entry, looked up): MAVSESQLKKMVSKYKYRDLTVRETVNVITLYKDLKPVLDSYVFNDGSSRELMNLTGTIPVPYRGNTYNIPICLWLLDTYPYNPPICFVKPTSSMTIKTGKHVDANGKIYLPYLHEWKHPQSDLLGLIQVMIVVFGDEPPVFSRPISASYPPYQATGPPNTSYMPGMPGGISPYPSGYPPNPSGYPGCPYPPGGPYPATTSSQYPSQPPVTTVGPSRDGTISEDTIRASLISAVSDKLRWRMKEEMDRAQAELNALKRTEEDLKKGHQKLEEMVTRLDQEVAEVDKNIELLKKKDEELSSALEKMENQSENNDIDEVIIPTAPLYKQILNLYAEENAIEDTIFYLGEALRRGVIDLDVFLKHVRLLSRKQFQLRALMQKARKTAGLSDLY
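Tsg101 binding domain (10 uM final) was mixed with compound and a FITC-labeled PTAP peptide (50 nM final) in HEPES pH 7.5 buffer with NaCl, Tween 20, EDTA and TCEP; fluorescence polarization was read after 20 min at r.t.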
Starred values were filed as active, the others as inactive; ? = inconclusive; · = not tested or not shown; [ ] = remark or other dose. Unless noted, the call rests on the fitted dose curve; in most records, active means well fitted curve in the direction sought with a large enough effect; inconclusive means small, poorly fitted or top-dose-only effect, or another doubt; inactive means no such curve, though single readings can be large; an effect the other way counts as inactive or inconclusive. A portion of the library; count on the stated rates, not on these rows.

SMILES | TCR activator | S-ASM inh | Menin MLL FP TR | MBNL1 CUG block | MLL CXXC-DNA inh | A-T KAP1 phos | Mito fusion yeast | Integrin act MD | TSHR antagonist | TSG101-PTAP inh
Cc1ccc(NC(=O)CSCC(=O)Nc2ncc3c(n2)CC(c2ccco2)CC3=O)cc1 (stereo not drawn) | -1% | -3% | 6% | 2% | 3% | -5% | -7% | -12% | -11 | -5%
Cc1ccc(-c2nnn(CC(=O)NC(=O)NC3CCCCC3)n2)cc1 | 4% | -11% | · | · | · | 14% | 5% | -2% | -12 | 0%
Cc1ccc(S(=O)(=O)N2CCC(C(=O)OCC(=O)N3CCCCC3C)CC2)cc1C (stereo not drawn) | 1% | 1% | · | · | · | 3% | 1% | 20% | 7 | -8%
COCCNC(=O)c1cn(Cc2c(F)cccc2Cl)nn1 | 5% | 0% | -7% | 10% | -5% | 2% | -2% | 9% | 1 | -2%
COc1ccc(-c2nc(NC(C)=O)sc2-c2ccc(OC)cc2)cc1 | 12% | -30% | 11% | ? | 15% | 5% | -4% | -37% | -4 | -1%
COC(=O)c1cc(S(=O)(=O)N2CCN(c3ccc(OC)cc3)CC2)cn1C | 1% | 3% | -2% | 3% | -1% | -6% | -2% | 27% | 8 | -2%
Cc1ccc(-n2nc(C)c3c(C)onc3c2=O)cc1 | 3% | 6% | · | · | -9% | -3% | 1% | 5% | 3 | 2%
Cn1c(O)c(N=NC(=O)CNC(=O)/C=C/c2ccccc2)c2ccccc21 | 9% | -8% | -15% | ? | 21% | -8% | 6% | 7% | -4 | -2%
COc1ccccc1N(CCN1C(=O)c2cccc3cccc(c23)C1=O)C(=O)c1ccncc1 | · | · | 2% | 7% | -5% | 4% | 5% | · | 4 | ·
Cc1cc(C(F)(F)F)nc(SCC(=O)NC2=NC(=O)C(C)S2)n1 (stereo not drawn) | -3% | 4% | 7% | -2% | 0% | 3% | -1% | 0% | 5 | -3%
CCOC(=O)CN1C(=O)N[C@@H](c2ccco2)C(C(C)=O)=C1C | 0% | 0% | -11%[11.7 µM] | · | · | · | · | -6% | · | 0%
COc1ccc(/C=C(\C#N)C(=O)C(C)(C)n2cncn2)cc1 | 3% | 5% | -3% | 6% | ? | -1% | 0% | -9% | 7 | 0%
Cn1c(=O)c([N+](=O)[O-])c(Cl)c2ccccc21 | -7% | 4% | 2% | 9% | 5% | 1% | -24% | -65%[inhibitor] | -83* | -1%
O=C(Nc1ccc(Cc2ccncc2)cc1)c1cc([N+](=O)[O-])ccc1N1CCOCC1 | -1% | -2% | 4% | ? | -5% | -3% | -2% | -17% | -10 | -7%
CCc1nnc(NC(=O)CSc2nc3cc(OC)ccc3cc2C)s1 | 2% | 1% | ? | 39%[activator] | 6% | 0% | 7% | -16% | -6 | -9%
COCCOC(=O)c1c(C)oc2ccc(NS(=O)(=O)c3ccc(C(=O)O)cc3)cc12 | 1% | 2% | 4% | 9% | 15% | 2% | -3% | 4% | -4 | 2%
CC(C)CNC(=O)CO/N=C/c1ccccc1Cl | -2% | 0% | -4% | -3% | 1% | -2% | 6% | 3% | 4 | 0%
CCC(=Nc1ccccc1)C1=C(O)CCCC1=O | 2% | 4% | · | -9% | -8% | -3% | 4% | 19% | -1 | 0%
COc1ccc2sc(-c3ccc(N(C)C)cc3)c(-c3cnc(OC)nc3)c2c1 | 6% | 74%[activator] | · | · | · | 7% | 19% | 22% | 5 | -8%
Cc1ccc(C2CC(=O)C=C(NCC(C)C)C2)cc1 (stereo not drawn) | -3% | -2% | -2% | · | 6% | 0% | 3% | 1% | 0 | -1%
O=C1CC(N2CCN(c3nc4ccccc4s3)CC2)C(=O)N1c1ccc(F)cc1 (stereo not drawn) | 3% | -19% | 14% | -11% | 0% | -1% | -1% | 2% | 5 | 1%
COc1cc(C(=O)Nc2ccc(N(C)C)cc2)c([N+](=O)[O-])cc1OC | 6% | -1% | -2% | ? | 3% | 1% | -1% | 8% | -18 | 1%
COc1ccccc1N1CCN(CC(=O)Nc2ccc(Cl)c(C(F)(F)F)c2)CC1 | 1%[46.1 µM] | -3% | -10% | 4% | 16% | 3% | 14% | -34% | 1 | ·
COC(=O)c1ccc(OC)c(CSc2nnc(-c3ccc(C)cc3)o2)c1 | 2% | 0% | · | · | · | · | · | -6% | · | 0%
CCC(Sc1nc2n[nH]c(C)c2c(=N)n1-c1ccc(C)c(Cl)c1)C(=O)N1CCOCC1 (stereo not drawn) | 1% | -2% | -5% | -2% | -3% | -1% | 1% | -3% | -9 | -1%
Cc1ccc(C(=O)NNC(=O)C(C)Oc2ccc3ccccc3c2)o1 (stereo not drawn) | -5% | -2% | · | · | · | -6% | 2% | -4% | 1 | -3%
Cc1ccccc1-c1nn2c(-c3ccccc3)nnc2s1 | -4% | -9% | ? | 77%[activator] | 1% | 11% | 20% | 17% | -1 | -3%
CCn1c(Cn2nnc(-c3ccccc3)n2)nnc1SCC(=O)Nc1cccc(C)c1C | 5% | -2% | -2% | 0% | 2% | -6% | -10% | -11% | -11 | -3%
O=C(CN1CCCC1)Nc1cc(F)ccc1F | 1% | 5% | 14% | 0% | -2% | -5% | 3% | 0% | -4 | -2%
Cc1cccc(-n2c(O)c(C=NC3CCS(=O)(=O)C3)c3ccccc3c2=O)c1C (stereo not drawn) | -1% | 3% | · | 13% | -1% | -12% | -3% | 6% | 4 | -1%
O=C1c2cc([N+](=O)[O-])ccc2-c2cc(Br)c(N=C(NO)C(F)(F)F)cc21 | 7% | -16% | · | · | · | · | · | 0% | · | 4%
C=CCN(CC=C)CCOc1ccccc1F | -6%[46.1 µM] | 3% | -16% | · | ? | 15% | 5% | 0% | 22 | 4%
CSc1ccccc1OCc1cc(C(=O)N2CCN(Cc3nccn3C)CC2)no1 | 10% | 6% | · | -8% | 1% | -2% | -3% | -5% | 6 | -3%
Cc1cc(-c2ccc3ccccc3c2)n2ncnc2n1 | 9% | 2% | -8% | ? | 4% | 2% | -3% | 25% | 4 | -4%
O=C(NCCNC(=O)c1ccc(Br)o1)c1ccc(Br)o1 | -6% | -1% | -3% | 0% | 0% | 5% | 8% | 9% | 16 | 1%
Cc1c(NC(=O)C(C)OC(=O)c2cc3c4ccccc4n(C)c3s2)c(=O)n(-c2ccccc2)n1C (stereo not drawn) | 1% | 1% | -29% | 19% | 0% | -3% | -2% | 14% | 0 | -1%
COc1ccc(Cl)cc1S(=O)(=O)NCc1nc2nc(C)cc(C)n2n1 | 12% | 2% | 2% | -5% | · | 10% | 2% | 9% | -2 | -2%
CC(C)CC(=O)NC(C)C(c1cccs1)N1CCOCC1 (stereo not drawn) | -4% | 6% | · | -10% | -17% | -9% | 1% | 4% | 2 | -2%
N#Cc1c(SCC(N)=O)nsc1SCc1ccc(Cl)cc1 | 0% | -8% | 5% | 8% | 15% | -1% | 8% | -18% | -25 | -5%
COc1cc(/C=C2/SC(=S)NC2=O)ccc1OS(=O)(=O)c1ccc(C)cc1 | 6%[46.1 µM] | -12% | ? | -17% | 8% | 2% | -18% | 0% | ? | -2%
CC[C@]12c3[nH]c4cc(CCC(=O)N(C)C)ccc4c3CCN1C(=O)[C@@H](CC(=O)NCCCN(C)C)C[C@@H]2C(=O)N1CCN(C(=O)c2ccco2)CC1 | 1%[46.1 µM] | -1% | · | · | · | 7% | · | 15% | 33 | -6%
CCOC(=O)C(Cc1ccccc1)C(=O)Nc1nccs1 (stereo not drawn) | -6% | -2% | 10% | 2% | -11% | 5% | 2% | -2% | 7 | -3%
CCCc1cc(=O)oc2cc(OCC(=O)NCC(O)c3ccccc3)ccc12 (stereo not drawn) | -2% | 5% | 7% | 0% | 12% | 2% | 4% | 0% | -8 | -5%
Nc1c(-c2ccccc2)c(CSc2nc3ccccc3[nH]2)nn1-c1cccc(Cl)c1 | 1%[46.1 µM] | -3% | 1% | · | 13% | 5% | 28% | -46%[inhibitor] | 81 | -5%
O=C(CCCc1nc2ccccc2s1)NC(c1ccccc1)c1ccccc1 | 1%[46.1 µM] | -2% | -1% | -11% | 1% | 5% | -1% | 10% | -7 | -2%
C#Cc1ccc([C@H]2C=C(C(=O)NCc3nc4ccccc4[nH]3)O[C@@H](OCc3ccc(CO)cc3)C2)cc1 | -1% | -2% | · | · | · | · | · | -9% | · | 5%
O=C(CSc1nncs1)NC(=O)NCc1ccco1 | -7% | 3% | 2% | -1% | -8% | 4% | -6% | 10% | 8 | 2%
